# C2C12 statin – protects C2C12 myotubes from simvastatin toxicity. actives 0.78% (n = 330,000). AID 602340. ATP luminescence, 48 h; scaled: DMSO 0, geranylgeraniol control 100. rescue of ATP level, % at 7.49 µM;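 active = mean ATP rescue above about 67%, or every replicate alone reaching that limit, limit read from the data, passing the limit was not always enough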;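 note: myotubes were challenged with 10 µM simvastatin during compound exposure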
# S100A4 MyoIIA – inhibitors of human S100A4 binding to myosin IIA peptide | P26447 | inhibition, % at 10.7 µM | actives 0.14% (n = 360,000) | S100A4/TAMRA-MyoIIA peptide fluorescence polarization;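 active = mean inhibition of at least 70% across replicates, with every replicate also reaching that level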
# Target sequence (P26447 whole entry, looked up): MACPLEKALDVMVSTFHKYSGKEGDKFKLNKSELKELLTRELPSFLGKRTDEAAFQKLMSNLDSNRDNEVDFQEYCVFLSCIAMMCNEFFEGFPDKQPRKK
#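 Test system: S100A4 monomer protein. Medium: HEPES buffer with Ca2+, pH 7.2. Reagent: fluorescent myosin IIA peptide, 5 nM. Compound dosing: single-point compound testing. Timing: 5 min between mix addition and reading. Benchmarks: DMSO neutral and TFP positive wells.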
# PGC1a acetyl inh – modulators of PGC1a acetylation; U2OS PGC1a acetylation, AlphaScreen anti-acetyl-lysine; with virally co-expressed GCN5 acetyltransferase; inhibition, % at 15.6 µM; actives 0.17% (n = 350,000); AID 651687;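 active = every replicate shows inhibition of at least 40%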;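 note: 0% = neutral control wells and 100% = positive control wells; some results beyond the cut were filed as inactive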
# Cneo AK release – Cryptococcus neoformans lysis via adenylate kinase release | actives 0.2% (n = 360,000) | AID 651654 | lysis activity, % at 15 µM | C. neoformans lysis, adenylate kinase release luminescence, 4 h; normalised: neutral wells 0, clomiphene wells 100;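 active = mean lysis activity across replicates of at least 80%, whatever share of replicates individually reach that level; inactive = mean lysis activity below 80%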
#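 Material – Cryptococcus neoformans yeast cells · Quantity – 5 × 10^6 yeast cells/mL · Buffer or medium – YPD medium · Compound – single dose · Timing – 4 h static compound exposure, 37 °C, read 1 h post-reagent · Signal – adenylate kinase release luminescence · Read-out basis – lysis from increased AK signal · Benchmarks – Clomiphene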
# SIRT5 inh – blocks human SIRT5 desuccinylation of peptide | Q9NXA8 | AID 652115 | actives 1.1% (n = 330,000) | inhibition, % at 15 µM | Purified SirT5, succinyl-peptide AMC, trypsin-coupled fluorescence; in the data active = inhibition above about 15%
# Target sequence (Q9NXA8 whole entry, looked up): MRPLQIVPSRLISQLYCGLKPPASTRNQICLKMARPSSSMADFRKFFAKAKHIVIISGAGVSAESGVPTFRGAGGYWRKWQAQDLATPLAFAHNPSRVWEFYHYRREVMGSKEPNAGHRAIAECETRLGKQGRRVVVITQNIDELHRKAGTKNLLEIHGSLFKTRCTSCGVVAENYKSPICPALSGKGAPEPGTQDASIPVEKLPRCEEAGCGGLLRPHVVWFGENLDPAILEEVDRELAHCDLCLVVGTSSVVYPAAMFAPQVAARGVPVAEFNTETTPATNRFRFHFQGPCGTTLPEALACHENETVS
# LGR2 inh – blocks bursicon-induced cAMP signaling via Drosophila LGR2 | actives 0.35% (n = 380,000) | inhibition, % at 9.99 µM | HEK293 LGR2, CRE-luciferase, bursicon-stimulated, 4 h;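 active = drop in luminescence signal, shown as inhibition above about 50% in the replicate tests, limit read from the data, passing the limit was not always enough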;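 note: agonist challenge used bursicon conditioned medium at about half maximal strength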
# XiGFP reactiv – X-chromosome reactivation activator | actives 0.055% (n = 360,000) | activation, % at 7.58 µM | XiGFP mouse fibroblasts, % GFP-positive cells imaging, 3 d; cells co-treated with 5-aza-dC sensitizer; scaled so ellipticine positive control = 100% | AID 743238;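 active = mean normalized replicate activation at least 10% and every replicate at or above 10%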;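 note: 0% = median of on-plate neutral control wells and 100% = ellipticine 6 µM median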
#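 Material: SV40-immortalized XiGFP fibroblast cells, line 68-5-11 | Buffer or medium: DMEM containing 5-aza-dC | Dosing: One concentration, pinned | Times: 3 d treatment, 15 min room-temperature fixation | Controls: Ellipticine 6 µM positive control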
# ERAP1 HTS inh – ERAP1 (human) enzyme inhibition. Q9NZ08. recombinant ERAP1, Leu-AMC fluorescence, 60 min. inhibition, % at 10.7 µM. actives 0.15% (n = 340,000). AID 652197;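 active = mean replicate inhibition of at least 30%, or all replicates individually reaching that 30% level; inactive = mean below 30% and not every replicate reaching it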;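 note: 0% = neutral control wells and 100% = L-leucinethiol positive control wells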
# Numbers without * were called inactive; · = no result given; & = joins results of further samples. The list is partial (hit frequency here may not be typical).
SMILES,C2C12 statin,S100A4 MyoIIA,PGC1a acetyl inh,Cneo AK release,SIRT5 inh,LGR2 inh,XiGFP reactiv,ERAP1 HTS inh
Cc1cc(C)nc(SC2CC(=O)N(c3ccc(C)c(C)c3)C2=O)n1 (stereo not drawn),6,-1,·,5,-2,-11,-0.1,0
O=C(/C=C/c1cccnc1)c1ccccc1O,11,-13,·,5,1,3,0.0,-1
CN(C)CCNC(=O)c1sc2cccc(F)c2c1Cl,2,1,-3,-1,14,21,0.3,0
COc1ccc(CNC(=O)C2CCN(S(=O)(=O)c3cccnc3)CC2)cc1,3,-4,11,0,-2,-21,0.1,-7
O=C(Nc1ccc(Cl)cn1)C1CCN(S(=O)(=O)c2cccs2)CC1,5,4,-12,0,·,13,0.0,-3
CCOC(=O)c1c(NC(=O)/C=C/C(=O)O)sc(C)c1-c1ccc(Cl)cc1,·,-1,·,·,4,-30,-0.1,1
CCCCNC(=O)N1CCN(C(=O)C2CCCO2)CC1 (stereo not drawn),-9,0,4,-1,-7,-3,0.1,5
O=C(COC(=O)CNC(=O)c1ccccc1)Nc1ccc(S(=O)(=O)N2CCOCC2)cc1,·,-1,20,·,8,-21,-0.1,-5
CCOc1ccc(/C=N/NC(=O)C(=O)NCc2ccco2)cc1,·,0,·,·,3,2,0.0,0
CCN(CC(=O)NCc1ccc(F)cc1)C(=O)COc1ccccc1[N+](=O)[O-],-11,0,-1,1,-3,-22,0.0,1
O=C(CC1CC1)Nc1ccc2c(c1)[C@H]1C[C@H](CC(=O)N3CCCCC3)O[C@@H](CO)[C@H]1O2,-1,1,-3,2,1,-2,0.0,2
Cc1nn(Cc2ccccc2)c(C)c1C(=O)NCCN1C(=O)S/C(=C\c2ccccc2)C1=O,·,45,-7,1,-3,8,0.0,0
COCC#Cc1cnc2c(c1)C(=O)N([C@@H](C)CO)C[C@@H](C)[C@@H](CN(C)C(=O)Cc1cccnc1)O2,·,-4,0,·,-2,9,0.1,0
COc1ccccc1S(=O)(=O)N1CC[C@@H]2[C@H]1c1cc(-c3ccc(F)cc3)ccc1N(C)[C@H]2CO,-24,8,5,-6,3,7,0.2,1
COc1ccc(C(C#N)=Cc2ccc(OC)c(OC)c2)cc1,0,1,1,4,7,-26,0.1,-2
COc1cccc(N=NC2C(=O)N(C(N)=S)N=C2C)c1 (stereo not drawn),·,-1,·,·,1,-50,0.0,0
O=C(c1ccccc1)N1CC(=O)N2[C@H](CO)[C@H](c3ccc(C#Cc4ccccc4)cc3)[C@H]2C1,·,-3,-13,·,0,4,0.0,-1
COc1cccc(S(=O)(=O)N[C@H]2CC[C@H](CCn3cc(-c4ccc(F)cc4)nn3)O[C@@H]2CO)c1,2,-13,-7,-2,-1,-1,-0.4,3
O=C(C[C@@H]1C/C=C\CC[C@H](Cc2ccc(F)cc2)C(=O)OC[C@@H]2CCCN2C1=O)NCCO,-14,-1,·,-2,·,15,0.0,-5
COCC(=O)N(C)C[C@@H]1Oc2cc(-c3ccc(C)cc3)ccc2S(=O)(=O)N([C@H](C)CO)C[C@H]1C,11,5,8,27,-6,3,-1.2,-2
CCC(=O)N1[C@H](CO)[C@H](c2ccc(-c3ccc(F)cc3)cc2)[C@H]1CNC(C)=O,-11,·,2,-2,·,-10,0.0,·
CC(C)NC(=O)N(C)C[C@H]1OCCCC[C@H](C)Oc2ccc(NC(=O)Cc3ccccc3)cc2C(=O)N([C@H](C)CO)C[C@@H]1C,·,3,5,2,-1,-7,0.0,0
Cc1ccc(S(=O)(=O)N[C@H]2CC[C@H](CC(=O)NCCc3ccncc3)O[C@H]2CO)cc1,1,-7,0,0,-3,-6,-0.6,2
Cc1nc2ccccc2c2nc(NC(=O)C(F)(F)F)nn12,9,-6,-4,-3,6,-7,0.0,-4
CCO[C@H]1OC(C(=O)N2CCOCC2)=C[C@@H](c2ccc(C(F)(F)F)cc2)[C@@H]1CCCO,-18,2,2,-1,1,-20,-0.1,-3
O=C(CCC(=O)Nc1ccccc1Cl)N/N=C/c1c[nH]c2ccccc12,·,-1,-7,8,·,-5,0.0,2
COc1ccc(NC(=O)CSc2nc(O)cc(=O)n2-c2ccc(OC)cc2)cc1,-1,-3,·,·,0,6,0.0,2
C[C@H](CO)N1C[C@H](C)[C@@H](CN(C)C(=O)Nc2ccc3c(c2)OCO3)OCCCC[C@H](C)Oc2ccc(NC(=O)Nc3ccc(F)cc3)cc2C1=O,·,34,5,1,2,5,0.6,-2
C/C=C/c1cnc2c(c1)C(=O)N([C@H](C)CO)C[C@H](C)[C@H](CN(C)S(=O)(=O)c1ccc(OC)cc1)O2,15,-61,-8,0,-2,15,-0.1,0
O=C(O)CCn1c(=O)n(CCC(=O)O)c(=O)n(CCC(=O)O)c1=O,4,5,7,1,0,-6,0.1,2
COc1ccc(OC)c2[nH]c(C(=O)N3CCC(C(=O)O)CC3)cc12,7,-1,-5,-3,0,16,0.1,0
C[C@@H]1CN([C@H](C)CO)C(=O)c2cccc(NS(=O)(=O)c3cn(C)cn3)c2O[C@H]1CN(C)C(=O)Nc1ccccc1,·,2,3,-4,6,3,0.1,0
COc1ccc(Br)cc1/C=N/N1CCN(Cc2ccccc2Cl)CC1,2,0,·,-1,-4,2,0.3,0
Cc1nnc(SC(C)C(=O)Nc2c(C)n(C)n(-c3ccccc3)c2=O)n1N (stereo not drawn),·,0,·,·,3,21,0.2,5
COc1ccc(C(=O)NCc2ccc(F)cc2)cc1S(=O)(=O)N1CCCC1,-23,-7,-11,2,-1,3,-0.1,-6
COC(=O)c1ccc(Cn2c(C)c(C(=O)NCc3ccc([N+](=O)[O-])cc3)sc2=O)o1,-8,2,·,-1,·,-12,0.0,·
C[C@@H]1CN([C@H](C)CO)C(=O)c2cc(NC(=O)Nc3ccc(C(F)(F)F)cc3)ccc2O[C@@H](C)CCCCO[C@@H]1CN(C)S(=O)(=O)c1ccc(F)cc1,·,-13,-11,-13,-4,6,0.0,-1
O=C(C[C@H]1CC[C@@H](NC(=O)Nc2ccccc2F)[C@@H](CO)O1)NCc1ccc(-c2ccccc2)cc1,·,3,·,·,3,-13,-0.2,0
CN(C)CC(=O)Nc1ccc2c(c1)[C@@H]1C[C@@H](CC(=O)N3CCOCC3)O[C@H](CO)[C@@H]1O2,-2,·,3,1,·,5,0.0,·
O=C(NCC[C@@H]1CC[C@@H](NC(=O)C2CCOCC2)[C@H](CO)O1)Nc1ccc(Cl)cc1,-6,-19,-4,-3,0,-32,-0.4,1
C/C=C/c1ccc2c(c1)O[C@H](CN(C)S(=O)(=O)c1ccccc1)[C@H](C)CN([C@@H](C)CO)S2(=O)=O,10,4,3,90*,7,-9,-1.1,-2
COc1ccc(CN2CCC(C(N)=O)CC2)cc1OCc1ccccc1,3,3,-2,-1,·,-2,0.0,0
COc1ccc(OC)c(Nc2ncnc3ccc(Br)cc23)c1,-30,-5,·,6,-20,28,-0.1,1
C[C@@H]1CN([C@H](C)CO)C(=O)c2cc(N(C)C)ccc2O[C@@H](C)CCCCO[C@H]1CN(C)C(=O)Nc1ccc(C(F)(F)F)cc1,-8,·,5,·,·,-1,0.0,·
Cc1[nH]c(=O)[nH]c(=O)c1/C=C/C(=O)O,8,-3,3,0,6,-2,-0.1,0
COC(=O)CNC(=O)CSc1nnc(C)c(=O)[nH]1,·,·,-10,3,·,-24,-0.1,·
COC(=O)C1=CNC=C(C(=O)OC)C1c1cccc(OC)c1,·,-2,2,0,-33,5,·,-188
C[C@@H]1CN([C@H](C)CO)S(=O)(=O)c2ccc(-c3ccncc3)cc2O[C@@H]1CN(C)C,10,0,7,-3,6,10,0.2,1
CCCCCn1nc(C(=O)OCC(=O)c2c(N)n(C)c(=O)n(C)c2=O)c2ccccc2c1=O,-6,5,-10,3,4,23,0.1,-2
N#Cc1ccccc1NC(=O)COC(=O)c1c[nH]c2ccccc12,0,3,·,2,1,-16,0.0,0
O=C(c1sccc1-c1ccccc1)N1CCN(S(=O)(=O)c2ccccc2F)CC1,13,0,·,1,0,-13,0.3,-8
CCCC(=O)Nc1ccc2c(c1)C(=O)N(C)[C@H]1CC[C@@H](CC(=O)NC3CCCC3)O[C@H]1CO2,-12,1,-7,-2,0,1,0.4,1
CCC(=O)Nc1ccc2c(c1)C(=O)N(C)[C@@H]1CC[C@H](CC(=O)NCCCN(C)C)O[C@H]1CO2,19,1,2,-1,-3,-8,0.2,1
C[C@@H]1CN([C@@H](C)CO)C(=O)c2cc(C#Cc3ccccc3)cnc2O[C@H]1CN(C)C(=O)c1ccccc1F,9&44&15,-3&9&19,4&-6&5,9&0&-2,-2&-9&5,16&-23,0.3&0.9,0&1&-4
Cc1cc(Cl)ccc1OCC(=O)NNC(=O)c1cccs1,·,-18,-4,-2,-2,-18,0.1,-2
CC(=O)Nc1ccc(S(=O)(=O)NCC(=O)OCc2ccccc2)cc1,·,15,6,-1,0,-8,0.0,0
Cn1c(=O)c2ccccc2n(Cc2ccccc2F)c1=O,5,·,5,0,·,5,·,·
O=c1cc(-c2cccc(F)c2)oc2ccccc12,3,-77,18,-1,-3,-37,0.0,-3
C[C@H](CO)N1C[C@H](C)[C@@H](CN(C)C(=O)Nc2cccc3ccccc23)OCc2cn(nn2)CCCC1=O,17,·,-3,·,·,-8,-0.1,·
O=C(N/N=C\c1cc2c(cc1Cl)OCO2)c1ccc(Br)s1,·,-3,-11,0,-1,25,0.0,2

# Continuation.
SMILES,C2C12 statin,S100A4 MyoIIA,PGC1a acetyl inh,Cneo AK release,SIRT5 inh,LGR2 inh,XiGFP reactiv,ERAP1 HTS inh
CCCCN(C)C(=O)C1CCN(Cc2cccc(OCc3ccccc3)c2)CC1,-10,2,-13,2,1,6,0.0,-1
Nc1cccc(-c2nc3ccc(C(=O)c4ccccc4)cc3[nH]2)c1,-106,-10,·,-3,-1,-80,0.1,-1
COc1ccc(NC(=O)c2cc(C3CCCCN3S(=O)(=O)Cc3ccccc3)on2)c(C)c1 (stereo not drawn),-4,6,15,4,0,4,0.0,-2
Cc1ccc(SCC(=O)OCC(=O)NCCC2=CCCCC2)cc1,13,1,·,-3,1,-23,0.0,-2
C[C@@H]1CN([C@H](C)CO)S(=O)(=O)c2ccc(Br)cc2O[C@H]1CN(C)Cc1cccnc1,-29,-2,-2,13,2,-7,0.0,1
O=C1CNC[C@H]2[C@H](c3ccc(C#CC4CCCC4)cc3)[C@H](CO)N12,·,-6,-2,·,1,23,0.0,0

# A section taken from the entries so far:
SMILES,C2C12 statin,S100A4 MyoIIA,PGC1a acetyl inh,Cneo AK release,SIRT5 inh,LGR2 inh,XiGFP reactiv,ERAP1 HTS inh
Nc1cccc(-c2nc3ccc(C(=O)c4ccccc4)cc3[nH]2)c1,-106,-10,·,-3,-1,-80,0.1,-1
COc1ccc(NC(=O)c2cc(C3CCCCN3S(=O)(=O)Cc3ccccc3)on2)c(C)c1 (stereo not drawn),-4,6,15,4,0,4,0.0,-2
Cc1ccc(SCC(=O)OCC(=O)NCCC2=CCCCC2)cc1,13,1,·,-3,1,-23,0.0,-2
C[C@@H]1CN([C@H](C)CO)S(=O)(=O)c2ccc(Br)cc2O[C@H]1CN(C)Cc1cccnc1,-29,-2,-2,13,2,-7,0.0,1
O=C1CNC[C@H]2[C@H](c3ccc(C#CC4CCCC4)cc3)[C@H](CO)N12,·,-6,-2,·,1,23,0.0,0

# High-throughput results: PubChem BioAssay, Broad Institute
